UDG counter – Primary qHTS assay for inhibitors of Activation Induced Cytidine Deaminase (AID): UDG Counterscreen signal. Potency, µM (doses to about 115 µM), inactives show at the top dose activity change, negative = inhibition, usual class: inhibitors. Uracil-DNA glycosylase. FRET deamination/UDG coupled assay, UDG read, 4 h. AID 1347430, 2020. hit rate 0.14% among 91,000; further: nearly all actives have a fitted effect of over 65% in size
AID inh – Primary qHTS assay for inhibitors of Activation Induced Cytidine Deaminase (AID): AID signal. Single-stranded DNA cytosine deaminase (Homo sapiens), Q9GZX7. AID deamination FRET fluorescence, UDG-coupled, 4 h. Potency, µM (highest dose often 115 µM), without a hit: top-dose activity change, negative = inhibition, actives largely listed as inhibitors. hit rate 0.32% among 91,000. AID 1347428, 2020; further: nearly all actives have a fitted effect of over 25% in size
Target sequence (Q9GZX7 whole entry, looked up): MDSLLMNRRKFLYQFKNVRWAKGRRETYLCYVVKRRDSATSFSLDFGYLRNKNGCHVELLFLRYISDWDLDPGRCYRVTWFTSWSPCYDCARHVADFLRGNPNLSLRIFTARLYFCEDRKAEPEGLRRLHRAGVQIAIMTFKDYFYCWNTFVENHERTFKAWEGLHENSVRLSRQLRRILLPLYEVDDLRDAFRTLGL
Numbers without * were called inactive; ? = inconclusive; [ ] = remark or other dose. The call rests on the fitted dose curve; in most records, active means well fitted curve in the direction sought with a large enough effect; inconclusive means small, poorly fitted or top-dose-only effect, or another doubt; inactive means no such curve, though single readings can be large; an effect the other way counts as inactive or inconclusive. On the % scale 0 is the no-effect control and ±100 the full control effect; potency means the concentration at half of the fitted maximal effect. A portion of the library; count on the stated rates, not on these rows.

Value order – UDG counter | AID inh
COc1cc(S(=O)(=O)n2ccnc2C(C)C)ccc1Br
 : 17% | 2%
CCOc1ccc(NC(=O)CSc2oc(-c3ccc(C)cc3)nc2S(=O)(=O)c2ccc(C)cc2)cc1
 : -17% | 7%
Cc1cc(C)c2c(CN3CCN(c4ccccc4F)CC3)cc(=O)oc2c1
 : -4% | 0%
CCOC(=O)c1ccccc1Nc1nc2ccc(C)cc2n2nnnc12
 : 17% | 27%
NC(=O)c1cnccn1
 : 3% | 1%
COC(=O)CCCNC(=O)c1ccc(C(F)(F)F)cc1
 : -6% | 2%
O=C(NCc1nc(-c2ccccc2)no1)Nc1cccc2ccccc12
 : 14% | -4%
CC(C)(C)NC(=O)C1CCN(c2oc(-c3ccco3)nc2C#N)CC1
 : -1% | -3%
O=C(O)C1CCN(C(=O)CCl)CC1
 : 5% | 1%
Cc1ccc(C)c(CNC(=O)C2CCCCN2S(=O)(=O)c2ccc(F)cc2)c1 (stereo not given)
 : ? | -27%
CCc1ccc(C2=C(C)C(N3CCC(C(=O)Nc4cccc(OC)c4)CC3)=NS2(=O)=O)cc1
 : ? | -20%
O=S(=O)(C/C=C/c1ccccc1)c1ccccc1
 : -12% | -11%
Cc1ccc(NS(=O)(=O)c2ccc3c(c2)[C@H]2C=CC[C@H]2[C@@H](c2ccc(F)cc2)N3)cc1C
 : 0% | 43%[activator]
Cc1cccc(Cn2c(SCc3ccc(C(=O)N4CCC(C)CC4)cc3)nc3ccncc32)c1
 : -12% | ?
Cc1ccc(NC(=O)c2ccc(CN3CC(=O)N4CCCCC4C3=O)cc2)cc1 (stereo not given)
 : 0% | 7%
Cc1ccc(CNC(=O)[C@H](Cc2ccccc2)NC(=O)c2ccco2)n1C
 : 9% | 3%
CNC(=O)c1ccc(-c2nc(CN3CCN(S(=O)(=O)c4ccc(OC)cc4)CC3)c(C)o2)cc1
 : 10% | 9%
COc1ccc(NC(=O)CSc2nc(-c3cccs3)cc(C(F)(F)F)n2)cc1OC
 : 3% | -5%
CCOc1ccc2c(c1)c(=O)c(C(=O)c1ccc3c(c1)OCO3)cn2Cc1ccc(F)cc1
 : 3% | 8%
O=C(Nc1nonc1-c1ccc2c(c1)CCCC2)c1ccco1
 : 24% | -9%
CCOc1cc(CNCCSc2nnnn2-c2ccccc2)ccc1OC
 : 3% | 0%
Cn1c(C(=O)N2CCC(C(N)=O)CC2)cc2ccccc21
 : -4% | 8%
COc1ccc(CNC(=O)c2ccc3c(c2)nc2n3CCCCC2)cc1
 : 3%[57.5 µM] | -7%
CCOP(=O)(OCC)c1nc(C(c2ccccc2)c2ccccc2)oc1NCc1cccnc1
 : 1% | -7%
CC(OC(=O)c1cc[n+]([O-])cc1)C(=O)c1ccc(C(C)(C)C)cc1 (stereo not given)
 : -6% | 2%
Cc1ccc(CNC(=O)CN(C)S(=O)(=O)c2ccc(Br)s2)cc1
 : -16%[57.5 µM] | 2%
O=[N+]([O-])c1cccc2nc(/C=C/c3ccc(O)cc3)ccc12
 : -10% | 2%
COc1cc(C#N)ccc1OC(C)C(=O)c1ccc2c(c1)CCC2 (stereo not given)
 : -2% | -5%
O=C(NC1CC(=O)N(c2ccc(F)cc2)C1)c1ccc(S(=O)(=O)N2CCOCC2)cc1 (stereo not given)
 : -12% | -8%
N#Cc1ccccc1COC(=O)C1(c2ccccc2)CC1
 : 6% | 8%

Reprinted from the part before: 4 entries, then new ones.
Value order – UDG counter | AID inh
O=[N+]([O-])c1cccc2nc(/C=C/c3ccc(O)cc3)ccc12
 : -10% | 2%
COc1cc(C#N)ccc1OC(C)C(=O)c1ccc2c(c1)CCC2 (stereo not given)
 : -2% | -5%
O=C(NC1CC(=O)N(c2ccc(F)cc2)C1)c1ccc(S(=O)(=O)N2CCOCC2)cc1 (stereo not given)
 : -12% | -8%
N#Cc1ccccc1COC(=O)C1(c2ccccc2)CC1
 : 6% | 8%
O=[N+]([O-])c1cc(S(=O)(=O)Nc2ccccc2NS(=O)(=O)c2cccs2)ccc1Cl
 : -1% | 13%
Cc1ccc(NC(=O)c2ccc3c(=O)n4nc(Nc5ccccc5C)sc4nc3c2)cc1C
 : 3% | 5%
CC1CCCN(c2ccc3ncccc3c2[N+](=O)[O-])C1 (stereo not given)
 : -1% | -14%
Cc1nn(CCC(=O)Nc2cccc(C#N)c2)c(C)c1S(=O)(=O)N1CCCCC1
 : -8% | 3%
COc1ccc(-c2nc3scc(CCNS(=O)(=O)c4cccc(C(C)=O)c4)n3n2)cc1
 : 2%[57.5 µM] | 3%
O=C(Nc1ccc(F)cc1)c1ncn(-c2ccccc2)n1
 : -7% | 1%
CN1CCN(CC(C)(C)NS(=O)(=O)c2ccccc2)CC1
 : 33%[activator] | -13%
CCn1c(COc2ccc(Cl)c(C)c2)n[nH]c1=S
 : 1% | -6%
CCCCSCCCNC(=O)c1cn(CC)c2ccc(S(=O)(=O)N3CCOCC3)cc2c1=O
 : -10% | ?
CN=c1scc(-c2cccs2)n1/N=C/c1ccccc1
 : -8% | -11%
Cc1cccc(N2CCN(C(=O)c3ccc4c(c3)N(Cc3cccc(Cl)c3)C(=O)c3ccccc3S4=O)CC2C)c1 (stereo not given)
 : -2%[57.5 µM] | ?
Fc1cccc(-c2nnn3c2nc(NCc2ccc4c(c2)OCO4)c2ccccc23)c1
 : -8% | ?
CNC(=O)NC(=O)CSc1cc(C)c2cccc(C)c2n1
 : -4% | -1%
CC(SC(C)c1c(F)cccc1F)C(=O)NC(N)=O (stereo not given)
 : -3% | -2%
COc1ccc(C(=O)CSc2nnc(CNC(=O)c3ccc(OC)c(OC)c3)n2C)cc1
 : 34%[activator] | -14%
COc1ccc2c(c1)c1c(c(=O)n(-c3cccc(C)c3)c(=O)n1CC(=O)NCCC1=CCCCC1)n2C
 : 26% | 65%[activator]
CCN(CC)C(=O)CSc1nn(C)c2nc3c(c(=O)n12)C(C)(CC)Cc1ccccc1-3 (stereo not given)
 : 4% | 1%
CCc1ccc(NC(=O)CN(c2ccc(OC)cc2)S(=O)(=O)c2c(C)[nH]c(=O)[nH]c2=O)cc1
 : -2%[57.5 µM] | -9%[57.5 µM]
CCOC(=O)c1c(NC(=O)c2cc(-c3ccc(OC)c(OC)c3)on2)sc(C)c1C
 : 16% | 16%
O=C(CSc1nc2ccccc2s1)Nc1cc(F)ccc1F
 : -4% | -9%
O/N=C/c1ccccc1OCc1ccccc1
 : -3% | -8%
O=C1c2oc3ccc(F)cc3c(=O)c2C(c2cccc([N+](=O)[O-])c2)N1CCCN1CCOCC1 (stereo not given)
 : 3% | -6%
CCOC(=O)C(C)Sc1nnc2ccc3ccccc3n12 (stereo not given)
 : -1% | 10%
COc1cccc(/C(C)=N/NC(=O)C2CC2)c1
 : -5% | 2%
CCOc1ccc(NC(=O)Cn2c(=O)n(CCCC(=O)NCCc3ccc(Cl)cc3)c(=O)c3ccccc32)cc1
 : -1% | -17%
COc1ccc2c(C)c(CC(=O)Nc3nc4ccccc4[nH]3)c(=O)oc2c1
 : -6% | -1%
Clc1ccccc1-c1noc(CSc2nnc(N3CCOCC3)n2Cc2ccccc2)n1
 : -5% | -9%
Cn1c(=O)[nH]c(=O)c2c1nc(NCCc1ccccc1)n2Cc1cccc2ccccc12
 : 1% | 2%
Cc1c(-c2cccc(Cl)c2)nc2ccccc2c1C(=O)NC1CCCCCC1
 : -6% | -7%
Cc1c(-c2ccccc2)oc2c(C(=O)N3CCN(Cc4ccccc4)CC3)cccc2c1=O
 : ? | ?

In a second layout: three of the compounds above
smiles | UDG counter | AID inh
CCOC(=O)c1c(NC(=O)c2cc(-c3ccc(OC)c(OC)c3)on2)sc(C)c1C | 16% | 16%
O=C(CSc1nc2ccccc2s1)Nc1cc(F)ccc1F | -4% | -9%
O/N=C/c1ccccc1OCc1ccccc1 | -3% | -8%

The listing continues:
Value order – UDG counter | AID inh
CCCCOc1ccc(NC(=O)COc2ccc(C)c(C)c2)c2cccnc12
 : 2% | -4%
CCOC(=O)c1c(C)oc2ncnc(N3CCN(c4ccccc4F)CC3)c12
 : -8% | -13%
Cc1ccc(CNC(=O)Cn2ncc3c([nH]c4ccc(C)cc43)c2=O)cc1
 : 11% | 7%
Cc1ccc(Cl)cc1NC(=O)CSc1nc2ccccc2c2nc(-c3ccccc3)nn12
 : 17% | -3%
COc1ccc(N2CCN(C(=O)COCc3cc(-c4ccc5c(c4)OCO5)on3)CC2)cc1
 : ? | 0%
COc1cc(C(=O)O)cc(CC(C)Cl)c1OC (stereo not given)
 : -7% | -3%
CCN1CCN(CCCNC(=O)Cn2c(-c3cccs3)cc3ccccc32)CC1
 : 21% | 35%[activator]
COc1ccc(NC(=O)C2=C(C)NC(=O)NC2c2cccc(OCc3ccccc3)c2)cc1 (stereo not given)
 : -17% | -12%
COc1cccc(-c2nn(-c3ccccc3)cc2C(=O)NCC(C)(C)N2CCOCC2)c1
 : 5% | -7%
CCc1ccc(OCC(=O)Nc2ccc(-c3nc4ncccc4o3)cc2)cc1
 : 9% | 5%
CC(C)CC(=O)Nc1c(C(=O)N2CCN(c3ccccc3F)CC2)oc2ccccc12
 : -3% | ?
CCOc1ccc(-c2nc(CSCC(=O)NCc3ccc(C)cc3)c(C)o2)cc1
 : -6% | -7%
COc1cc(/C=N/O)cc(I)c1O
 : -15% | 3%
COc1cccc(Nc2nc(N)c(C(=O)c3ccc(OC)c(OC)c3OC)s2)c1
 : 0% | -14%
CCCNc1nc(-c2ccc(Cl)cc2Cl)cs1
 : -9% | -13%
Cc1ccc(C(=O)Nc2c(-c3ccccc3)nc3ccccn23)cc1
 : -3% | 17%
CC(NC(=O)c1ccc2c(c1)NC(=O)CS2)c1ccco1 (stereo not given)
 : -10% | -10%
Cc1ccc(Cn2c(CN3CCC(C(=O)NCc4ccccc4C)CC3)cc3ccccc32)cc1
 : -18%[57.5 µM] | -8%
CCc1cccc(C)c1NC(=O)CCCn1nc(C)c2sc3ccccc3c2c1=O
 : -25% | 7%
Cc1nc2ccncc2nc1C
 : -3% | 28%
Cc1cccc(N2CCN(C(=O)Cn3ncc4c5ccccc5n(C)c4c3=O)CC2)c1C
 : -11%[57.5 µM] | -1%
CCC1CSC(Nc2ccc(C)cc2)=N1 (stereo not given)
 : -5% | -4%
Cc1ccc(S(=O)(=O)NCCO)cc1
 : 2% | 3%
Cc1ccc(C(CNC(=O)c2cc3ccccc3oc2=O)N(C)C)o1 (stereo not given)
 : -7% | -3%
COc1ccc(NS(=O)(=O)c2ccc(OCC(=O)NCc3ccc4c(c3)OCO4)c(C)c2)cc1
 : 11% | -9%
CCCCCNC(=O)c1ccc(Nc2ccc(-c3cccc(C)c3)nn2)cc1
 : 6% | 0%
COc1ccc2c(c1)c(C(C(=O)O)N1CCC(Cc3ccccc3)CC1)cn2CC(=O)O (stereo not given)
 : -2% | 52%[activator]
CCc1ccc(S(=O)(=O)NCCc2cn3ccsc3n2)cc1
 : 8%[57.5 µM] | 16%
Cc1ccccc1C(=O)NC1CCC(C(F)(F)F)CC1 (stereo not given)
 : 8% | -7%
CN(C)C(=O)CCS(=O)(=O)Cc1coc(-c2cccc(F)c2)n1
 : -11% | -19%

(further entries)
Value order – UDG counter | AID inh
CC(C)c1ccc(C(N)=O)cc1
 : -8% | -4%
COc1ccc2c(CNCCc3ccc(SC)cc3)c(C(=O)O)n(Cc3ccc(F)cc3)c2c1
 : -5% | -18%
CC(C)(C)C(=O)c1cn(CCOc2ccc(F)cc2)c2ccccc12
 : 0% | -5%
Cc1ccc(C)c(C(=O)COC(=O)CCSc2ccc(Cl)cc2)c1
 : -5% | 13%
CCOC(=O)COc1ccc2c(=O)c(Oc3ccc(C(=O)OC)cc3)c(C)oc2c1
 : -1% | 2%
NC(N)=N/N=C/c1ccc(Cl)cc1Cl
 : 6% | -6%
C=C(C)c1cccc(C(C)(C)NC(=O)NCCc2ccccc2)c1
 : 0% | -15%
Cc1ccc(S(=O)(=O)CC(=O)c2ccc(Cl)c(Cl)c2)cc1
 : -2% | 1%
c1ccc(Oc2cc(CNc3ncccn3)ccn2)cc1
 : 2% | 3%
COc1ccc(-c2nc3sc(CCNC(=O)c4cccc(C(F)(F)F)c4)c(C)n3n2)cc1
 : -16% | -5%
O=C(CCc1ncc(-c2ccc(F)cc2)o1)NCCc1ccc(F)cc1
 : 3% | 0%
O=C(COC(=O)c1ccc(=O)n(Cc2ccccc2)n1)NCC(F)(F)F
 : -8% | -8%
Cc1cc2c(cc1S(=O)(=O)Nc1ccc(C(C)C)cc1)OCCN2C
 : -3% | 13%
CCc1ccc(NC(=O)C2CCN(c3nc(-c4ccc(OC)cc4)no3)CC2)cc1
 : 3% | 12%
O=C(O)C(NCc1ccco1)c1c[nH]c2ccccc12 (stereo not given)
 : 2% | 11%
CSc1nccc(-c2ccc(C)c(C)c2)n1
 : 1% | -10%
COc1cc(C)cc2oc(=O)c(CC(=O)NCc3ccc(C)cc3)c(C)c12
 : -9% | -4%
CC(C)CSc1nc2c(c(=O)n(C)c(=O)n2C)n1CCCc1ccccc1
 : 0% | -28%
COc1ccc(Cl)cc1NC(=O)CSC1=Nc2ccccc2C2=NC(CC(=O)NC3CCCCC3)C(=O)N12 (stereo not given)
 : 11% | 32µM*
Cc1ccc(C(=O)c2cn(CC(=O)NC3CCCCC3)c3nc(C)ccc3c2=O)cc1
 : -1% | -3%
O=C(O)c1cc(=O)c2c(Cl)cc(Cl)cc2[nH]1
 : -4% | 2%

Three compounds out of the list above, sorted by the number in AID inh, ascending.
| SMILES | AID inh |
| --- | --- |
| NC(N)=N/N=C/c1ccc(Cl)cc1Cl | -6% |
| CC(C)(C)C(=O)c1cn(CCOc2ccc(F)cc2)c2ccccc12 | -5% |
| O=C(CCc1ncc(-c2ccc(F)cc2)o1)NCCc1ccc(F)cc1 | 0% |

Screening data as filed in PubChem.
